SENP6 inh = blocks the human protease SENP6 | Q9GZR1 | Recombinant SENP6 catalytic domain, aminoluciferin luminescence | inhibition, % at 10 µM | 330,000 compounds, 1.8% hits | AID 2599;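 active = inhibition above about 50% at the single tested dose, limit read from the data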;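 also: plate controls were DMSO wells with enzyme for no effect and DMSO wells lacking enzyme for full effect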
HKDC1 inh = blocks human hexokinase HKDC1 activity; 340,000 compounds, 0.16% hits; Q2TB90; inhibition, % at 20 µM; recombinant HKDC1, G6PDH/diaphorase resazurin coupled fluorescence;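 active = inhibition above about 35% when tested at 20 µM, limit read from the data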;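 also: plate controls were DMSO wells with enzyme for no effect and DMSO wells lacking enzyme for full effect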
Target sequence (Q2TB90 whole entry, looked up): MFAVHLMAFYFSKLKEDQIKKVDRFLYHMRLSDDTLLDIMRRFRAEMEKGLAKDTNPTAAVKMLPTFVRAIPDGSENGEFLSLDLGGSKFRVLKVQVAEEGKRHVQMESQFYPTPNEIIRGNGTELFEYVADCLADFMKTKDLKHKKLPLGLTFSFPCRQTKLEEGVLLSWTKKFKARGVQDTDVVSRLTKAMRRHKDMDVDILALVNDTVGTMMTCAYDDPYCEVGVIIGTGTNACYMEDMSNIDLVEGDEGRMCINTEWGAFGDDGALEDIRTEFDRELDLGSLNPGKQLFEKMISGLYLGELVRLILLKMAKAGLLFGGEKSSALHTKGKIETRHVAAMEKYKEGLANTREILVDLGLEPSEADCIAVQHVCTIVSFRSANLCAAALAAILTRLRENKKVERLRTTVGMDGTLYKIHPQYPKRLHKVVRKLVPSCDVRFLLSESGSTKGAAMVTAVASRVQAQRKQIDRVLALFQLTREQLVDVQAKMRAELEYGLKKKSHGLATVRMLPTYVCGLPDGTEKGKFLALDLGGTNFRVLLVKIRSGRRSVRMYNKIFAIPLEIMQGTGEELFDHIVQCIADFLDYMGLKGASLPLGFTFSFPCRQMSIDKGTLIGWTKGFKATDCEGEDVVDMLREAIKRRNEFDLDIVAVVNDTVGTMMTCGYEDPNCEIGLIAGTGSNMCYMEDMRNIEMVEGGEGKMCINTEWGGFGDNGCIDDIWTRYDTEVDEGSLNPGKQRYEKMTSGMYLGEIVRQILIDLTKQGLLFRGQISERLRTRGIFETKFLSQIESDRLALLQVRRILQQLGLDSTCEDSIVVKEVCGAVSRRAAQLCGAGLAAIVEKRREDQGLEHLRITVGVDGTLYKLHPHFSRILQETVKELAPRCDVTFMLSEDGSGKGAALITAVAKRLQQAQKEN
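Material: recombinant HKDC1 hexokinase; Amount: HKDC1 at 5 µg/mL; Medium: Tris pH 8.0 buffer with MgCl2, Tween-20, BSA, BME; Schedule: 90 min reaction incubation at room temperature, dark; Technique: coupled resazurin fluorescence, excitation 525 nm, emission 613 nm.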
Apaf-1 inh = human Apaf-1 inhibition; O14727; reconstituted apoptosome caspase-3 activity, DEVD-Rh110 fluorescence; inhibition, % at 20 µM; 330,000 compounds, 0.71% hits; active = inhibition of at least 40% at 20 µM;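 also: plate controls were DMSO wells for no effect and DEVD-CHO caspase inhibitor wells for full effect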
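Material: reconstituted apoptosome with Apaf-1, cytochrome c, caspase-9, procaspase-3, dATP. Technique: Rh110 fluorescence intensity. Buffer or medium: pH 7.5 Hepes buffer with CHAPS, BSA, DTT. Times: 30 min plus 50 min, RT.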
SENP7 inh = inhibitors of human SENP7 protease. Q9BQF6. AID 434973. recombinant SENP7, Z-RLRGG-aminoluciferin luminescence, 40 min. 330,000 compounds, 1.5% hits. inhibition, % at 5 µM;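 active = inhibition above about 50% at the single test dose, limit read from the data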;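 also: plate controls were DMSO with enzyme for no effect and no enzyme buffer wells for full effect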
SENP1 FRET inh = blocks the human SENP1 SUMO protease catalytic domain. Q9P0U3. recombinant SENP1 catalytic domain, CyPet-SUMO1-YPet FRET cleavage. inhibition, % at 10 µM. 360,000 compounds, 0.21% hits. AID 624204;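 active = inhibition at least 30% at 10 µM, raw YFP signal under a set limit, fluorescence ratio 0.5 to 1.5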;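 also: 0% = enzyme with DMSO and 100% = no enzyme wells; some results filed as inactive read as strong as hits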
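Assay system: hSENP1 catalytic domain, recombinant. Amount: SENP1 enzyme, 20 pM final. Schedule: 50 min reaction, RT, dark. Technique: FRET, CFP and YFP emission. Control set: no-enzyme wells low, DMSO-plus-enzyme wells high control.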
SENP8 block-1 = inhibitors of human SENP8 protease | Q96LD8 | recombinant SENP8, Nedd8 substrate fluorescence | inhibition, % at 20 µM | 360,000 compounds, 0.64% hits | AID 602440; in the data active = inhibition mostly above about 40%, no sharp cut-off; inactive = mostly below about 27%
Target sequence (Q96LD8 whole entry, looked up): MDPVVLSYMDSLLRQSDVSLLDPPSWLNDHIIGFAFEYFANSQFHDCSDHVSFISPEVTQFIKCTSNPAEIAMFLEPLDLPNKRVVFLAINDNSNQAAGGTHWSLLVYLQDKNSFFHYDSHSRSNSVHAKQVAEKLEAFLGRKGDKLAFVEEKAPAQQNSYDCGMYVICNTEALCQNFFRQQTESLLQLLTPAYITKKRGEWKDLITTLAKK
SENP8 block-2 = inhibitors of human SENP8 protease; 330,000 compounds, 1.2% hits; purified SENP8, Z-RLRGG-aminoluciferin cleavage, luminescence; AID 2540; inhibition, % at 10 µM; Q96LD8; in the data active = inhibition above about 50%
PfGluPho inh = PfG6PD (Plasmodium falciparum) enzyme inhibition; PfGluPho enzyme, NADPH resazurin-diaphorase fluorescence; inhibition, % at 20 µM; 350,000 compounds, 0.78% hits; AID 504690;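 active = inhibition reaching at least a set limit at 20 µM in the primary screen, cut at about 59% in these data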;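 also: 0% = DMSO wells with substrate and 100% = DMSO wells lacking glucose-6-phosphate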
* marks the source's active call; other numbers are inactive results; nt = no result given; & = joins results of further samples.

SMILES	SENP6 inh	HKDC1 inh	Apaf-1 inh	SENP7 inh	SENP1 FRET inh	SENP8 block-1	SENP8 block-2	PfGluPho inh
CCc1cccc(C)c1NC(=O)Cn1nc(C)n2cccc2c1=O	9	-6	-3	-9	1	11	0	0
CCOC(=O)c1c(C)n(CCO)c2ccc(O)cc12	8	8	-1	3	2	-9	-2	-5
COc1ccccc1CCN1CCCC(CN(C)C(=O)c2ccc3nc[nH]c3c2)C1 (stereo not drawn)	4	-8	3	7	-6	-10	-1	21
Cc1ccccc1C(=O)N1CCC(C(=O)Nc2ccc(S(=O)(=O)N3C(C)CCCC3C)cc2)CC1 (stereo not drawn)	nt	-2	nt	nt	0	-2	nt	25
CCCCN1C(=O)CC(C(=O)OCC)=C1C	-9	-3	7	3	0	12	1	-18
Cc1ccc(-n2nc3c(c2NC(=O)c2cccs2)CSC3)cc1	-38	2	6	5	-6	1	-7	-20
Cc1cc(SCc2ccccc2F)nc(=O)[nH]1	-17	0	-4	2	-37	-5	-1	0
Cc1ccc(-c2cc(C(=O)NCc3ccco3)c3ccccc3n2)s1	4	5	4	5	-19	-483	-2	21
COc1ccc(C(=O)COC(=O)c2cccc(-n3cnnn3)c2)c(OC)c1	-22	-1	10	5	-4	4	1	-13
CCN1CCN(CCC(=O)Nc2ccc(Br)cc2)CC1	-10	-1	8	-4	-3	-10	-10	-14
O=S(=O)(c1cccc(-c2nnc(SCc3ccc(Cl)cc3)o2)c1)N1CCCCC1	11	-7	19	6	1	6	3	18
CCOc1cc(NC(=O)C2CC2)c(OCC)cc1NC(=O)c1ccccn1	-7	2	6	1	-15	5	5	17
CCOc1ccc(NC(=O)[C@@H]2CCC(=O)N2C2OC(=O)c3ccccc32)cc1 (stereo partly drawn)	-15	-3	-6	7	2	26	-14	-2
Cc1cc(C)cc(OCC(=O)Nc2ccc3c(c2)OCO3)c1	-2	3	3	3	1	11	6	-4
CCNc1nc(C)c(CN(C(C)=O)c2ccccc2)nc1C#N	2	12	-7	-2	-97	-354	-1	-8
Cc1ccc(-n2c3c(cc(C(=O)NCCCN4CCOCC4)c2=O)C(=O)CC(C)(C)C3)cc1	-11	-1	6	-16	2	-47	-12	-7
Fc1ccc(-c2nnc3sc(C4COc5ccccc5O4)nn23)cc1 (stereo not drawn)	-9	9	33	-14	1	21	-13	-12
COC(=O)Cc1c(C)c2ccc(OCc3nn[nH]n3)cc2oc1=O	6	5	-14	9	-1	-307	1	-19
Cc1ccc(C)c(OCc2cc(C(=O)NC(c3ccccn3)C(F)(F)F)no2)c1 (stereo not drawn)	-5	-3	14	1	0	-4	-4	8
C=C(C)COc1ccc(-c2[nH]ncc2Oc2ccccc2OC)c(O)c1	-13	18	10	2	2	3	-6	-18
O=C(Nc1nnc(-c2ccncc2)o1)c1ccccc1F	3	2	-4	-3	2	7	5	-2
C/C(=N\NC(=O)CNC(=O)c1ccc(Br)cc1)c1ccco1	-1	-2	-3	-2	1	13	0	-4
COc1ccc(C(C)(C)C)cc1NC(=O)c1cccc(S(=O)(=O)N2CCN(C(C)=O)CC2)c1	10	-6	-4	3	2	11	11	-7
O=C(NC1CC1)C1=C[C@H](c2ccccc2)C[C@H](OCc2ccc(CO)cc2)O1	-13	-6	3	3	4	12	-5	1

Nothing new here: 2 of the compounds above.
SMILES	SENP6 inh	HKDC1 inh	Apaf-1 inh	SENP7 inh	SENP1 FRET inh	SENP8 block-1	SENP8 block-2	PfGluPho inh
COc1ccc(C(C)(C)C)cc1NC(=O)c1cccc(S(=O)(=O)N2CCN(C(C)=O)CC2)c1	10	-6	-4	3	2	11	11	-7
O=C(NC1CC1)C1=C[C@H](c2ccccc2)C[C@H](OCc2ccc(CO)cc2)O1	-13	-6	3	3	4	12	-5	1

Continuation:
SMILES	SENP6 inh	HKDC1 inh	Apaf-1 inh	SENP7 inh	SENP1 FRET inh	SENP8 block-1	SENP8 block-2	PfGluPho inh
Cc1c(C(N)=O)sc2ncn(CC(=O)N(C)C3CCCCC3)c(=O)c12	19	-6	-1	3	-3	9	5	13
CCOC(=O)c1c(C)nc2ccccc2c1C	9	-7	12	2	1	2	-6	1
CN(Cc1cccc(F)c1)C(=O)c1ccc(NS(=O)(=O)c2ccc3[nH]c(=O)[nH]c3c2)cc1	-13	2	5	-9	1	9	2	-31
O=C1CCCC2=C1Sc1ccc(Cl)cc1N2	-15	0	-4	-3	72*	28	-5	40
CCN(CC)S(=O)(=O)c1ccc(C)c(NC(=O)CN2CCN(Cc3ccccc3)CC2)c1	-2	-1	3	-4	0	23	2	6
O=C(NCc1cccc(Cl)c1)C1CCC(=O)N(CCCN2CCCC2=O)C1 (stereo not drawn)	-7	-4	2	-1	2	-2	4	0
CC(=O)Nc1ccc(Nc2nnc(-c3ccc(C)c(S(=O)(=O)NCC4CCCO4)c3)c3ccccc23)cc1 (stereo not drawn)	-1	-5	4	-1	2	29	0	-8
Cc1ccc([N+](=O)[O-])c(OCCN2CCc3ccccc3C2)c1	-3	-4	1	0	0	12	1	-8
COc1ccc(Nc2oc(-c3ccccc3)nc2C#N)cc1	-4	-3	-9	1	-1	-187	4	13
COC(=O)c1ccc(CN(c2ccccc2Cl)S(C)(=O)=O)cc1	-6	-4	8	-1	3	10	-8	-3
CCC(C)NC(=O)c1cn(-c2cccc(OC)c2)c(=O)c2ccccc12 (stereo not drawn)	3	-3	-2	6	1	-14	5	7
CCc1nc(N=Nc2c(O)[nH]c3ccccc23)c2c3c(sc2n1)CCC3	4	1	6	7	19	22	9	-7
Cc1ccc(NS(=O)(=O)c2ccc3c(c2)CCN3C(=O)CCC(=O)O)cc1Cl	15	2	7	-1	3	7	-3	-27
CCOc1cc(C(=O)N2CCN(c3ccccn3)CC2)cc(OCC)c1OCC	2	-4	-8	4	-2	11	-1	14
Cc1cc(NC(=O)CSc2nc3c(C)ccc(C)c3cc2C#N)no1	4	2	-2	-6	68*	-92	10	-23
O=C(NCc1ccccc1)C1CCCN1S(=O)(=O)c1ccc(Cl)cc1 (stereo not drawn)	-6	3	-15	1	1	4	-8	-16
COc1ccc(C(CC(=O)O)NC(=O)Cc2ccccc2)cc1 (stereo not drawn)	-17	0	-6	-2	0	16	-5	3
O=C(O)Cc1c(-c2ccccc2Cl)c2cc(Br)ccc2[nH]c1=O	-22	0	-11	-5	0	4	-2	8
O=C(NC(Cc1ccccc1)C(=O)O)/C(=C\c1ccc([N+](=O)[O-])cc1)NC(=O)c1ccco1 (stereo not drawn)	2	-5	-2	-6	33*	2	-4	-1
CCN(Cc1ccccc1)Cc1c(C)[nH]c2c(C)c(C)ccc2c1=O	4	-4	1	-5	-1	-2	-7	-10
COc1ccc(C2=NS(=O)(=O)N(C)C(C(=O)Nc3ccc(C(C)=O)cc3)=C2)cc1OC	-2	-4	5	0	12	-26	-1	11
Cc1cccc(OCC(=O)Nc2ccc3c(c2)nc2n3CCOC2)c1	0	-7	0	-10	0	-9	8	-10
C[C@@H]1CN([C@@H](C)CO)C(=O)c2cccc(NC(=O)Nc3ccc(F)cc3)c2O[C@@H]1CN(C)Cc1ccc(Oc2ccccc2)cc1	-9	1	38	-11	1	10	-13	7
COc1ccc(S(=O)(=O)Nc2cccc(S(=O)(=O)N(C)C)c2)cc1[N+](=O)[O-]	nt	3	nt	nt	2	12	nt	-20
Cc1c(N2C(=O)CS/C2=N\N=C\c2ccc(Br)cc2)c(=O)n(-c2ccccc2)n1C	-31	-8	9	-8	-3	17	-8	-24
CC(C)C(=O)N[C@@H]1c2ccccc2CC[C@H]1OCc1ccccc1	nt	8	8	-1	1	8	nt	1
CCCCCCOc1ccc(N2C(=O)CC(N3CCN(CCN=CC4C(=O)CC(C)(C)CC4=O)CC3)C2=O)cc1 (stereo not drawn)	-2	-12	14	11	3	7	5	6
Cc1cc(=O)[nH]c2c1c(-c1ccccc1)nn2C	-9	-1	-11	3	-1	5	-5	-8
COc1ccc(S(=O)(=O)N2CCc3ccccc32)cc1C(=O)N1CCN(C=O)CC1	-13	2	-2	8	-2	-30	-2	-9
CCn1c(C)nc2cc(C(=O)NN=C(C)c3ccc(C#N)cc3)ccc21	9	3	-4	10	1	5	8	-26
CCC(C)c1ccc(NC(=O)c2[nH]c(C)c(C(C)=O)c2C)cc1 (stereo not drawn)	39	3	29	16	0	-2	20	20
N#Cc1cnn(Cc2ccccc2)c1/N=C/N1CCOCC1	-6	0	2	11	1	12	0	-2
COc1ccc(OC)c(NC(=O)CCN2CCN(c3ccccc3OC)CC2)c1	-18	-8	-4	-13	1	2	-7	-1
O=C(c1cncc(Br)c1)N1CCN(S(=O)(=O)c2ccc(Cl)cc2)CC1	-7	4	4	9	1	8	9	9
O=C(NCc1ccc(F)cc1)C(c1cccs1)N(C(=O)c1csnn1)C1CC1 (stereo not drawn)	-5	-3	-1	1	1	10	5	1
C=CCn1c(SCC(=O)N2CC(=O)Nc3ccccc32)nc2scc(-c3ccccc3)c2c1=O	7	0	28	5	5	27	4	7

Arranged by the number under HKDC1 inh (ascending): 3 from the list above.
Structure,HKDC1 inh
O=S(=O)(c1cccc(-c2nnc(SCc3ccc(Cl)cc3)o2)c1)N1CCCCC1,-7
CCn1c(C)nc2cc(C(=O)NN=C(C)c3ccc(C#N)cc3)ccc21,3
CCOC(=O)c1c(C)n(CCO)c2ccc(O)cc12,8

(more compounds)
SMILES	SENP6 inh	HKDC1 inh	Apaf-1 inh	SENP7 inh	SENP1 FRET inh	SENP8 block-1	SENP8 block-2	PfGluPho inh
COC(=O)c1ccc(CSc2nccn2C)cc1	-10	1	-1	-9	1	16	-3	5
C/C(=N\NC(=O)c1cccc(S(=O)(=O)Nc2ccccc2Cl)c1)c1ccc(-n2ccnc2)cc1	5	1	6	11	-1	23	6	-45
C/C(N)=C(/C#N)C(=O)CSc1nnc(Nc2cccc(C)c2C)s1	-21	-1&-10	1	-6	0&3	12&12	-13	17&21
O=C(NCCO)c1ccc2c3n(nc2c1)-c1ccc(Cl)cc1CO3	5	0	11	-6	-2	-86	-1	17
Cc1ccc(C(=O)NCC(=O)NCC(=O)OCC(=O)c2ccc(Br)cc2)cc1	3	-15	-8	2	1	14	-1	-8
CC1=C(C(=O)OCC2CCCO2)C(c2coc3ccc(C)cc3c2=O)C2=C(CCCC2=O)N1 (stereo not drawn)	-23	4	9	-13	-19	-126	-5	-8
CN1C(=O)c2cccc3c(Cl)ccc(c23)C1=O	10	-15	-10	2	-23	-256	1	0
COc1ccccc1COC(=O)c1ccc(S(=O)(=O)N2CCOCC2)cc1	-3	-1	12	3	1	4	-8	-2
Cc1ccc(CNC(=O)c2ccc(C)s2)cc1	-6	4	-20	5	1	24	-2	-7
COc1ccc(S(=O)(=O)N2CCC(C(=O)NC3CCCCC3C)CC2)cc1 (stereo not drawn)	-7	1	4	10	0	-3	-1	-9
COc1cccc(NC(=O)/C=C/c2ccccc2[N+](=O)[O-])c1	98*	-5	-2	94*	1	34	90*	25
CC(Cl)C(=O)Nc1cc(C(F)(F)F)ccc1N1CCOCC1 (stereo not drawn)	0	-4	-13	2	2	9	4	0
O=C(N/N=C/c1ccncc1)c1ccccc1	-9	-8	2	5	-3	12	-3	-10
COc1ccc(S(=O)(=O)NC2CC(C)(C)NC(C)(C)C2)c2ccccc12	2	7	0	-4	0	10	2	-16
Cc1cccc(C)c1Nc1nnc(SCc2cn3cccc(C)c3n2)s1	-17	34	3	-5	3	10	-7	16

2 compounds from above, showing only Apaf-1 inh and SENP8 block-2.
SMILES	Apaf-1 inh	SENP8 block-2
O=C(Nc1nnc(-c2ccncc2)o1)c1ccccc1F	-4	5
CCC(C)c1ccc(NC(=O)c2[nH]c(C)c(C(C)=O)c2C)cc1 (stereo not drawn)	29	20

Screens (PubChem)
